RGS4-Gao reg – human RGS4-Galphao interaction regulation; P09471; Multiplexed bead flow cytometry, RGS4-Galphao binding; actives lie on both sides; AID 1415; 220,000 tested, 0.33% active; binding response (% of control), % at 10 µM; in the data active means binding response below about 49% or above about 150%; inactive means in between;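 further: fluorescent Galphao activated with aluminum fluoride binding bead-coupled RGS4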
ABCG2 block – blocks JC-1 efflux by human ABCG2 transporter. Q9UNQ0. IgMXP3 cells, flow cytometry. inhibition, % at 6.6 µM. 190,000 tested, 0.1% active. AID 1325;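 active means inhibition above 80%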;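 further: 0% = DMSO and 100% = nicardipine control wells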
Target sequence (Q9UNQ0 whole entry, looked up): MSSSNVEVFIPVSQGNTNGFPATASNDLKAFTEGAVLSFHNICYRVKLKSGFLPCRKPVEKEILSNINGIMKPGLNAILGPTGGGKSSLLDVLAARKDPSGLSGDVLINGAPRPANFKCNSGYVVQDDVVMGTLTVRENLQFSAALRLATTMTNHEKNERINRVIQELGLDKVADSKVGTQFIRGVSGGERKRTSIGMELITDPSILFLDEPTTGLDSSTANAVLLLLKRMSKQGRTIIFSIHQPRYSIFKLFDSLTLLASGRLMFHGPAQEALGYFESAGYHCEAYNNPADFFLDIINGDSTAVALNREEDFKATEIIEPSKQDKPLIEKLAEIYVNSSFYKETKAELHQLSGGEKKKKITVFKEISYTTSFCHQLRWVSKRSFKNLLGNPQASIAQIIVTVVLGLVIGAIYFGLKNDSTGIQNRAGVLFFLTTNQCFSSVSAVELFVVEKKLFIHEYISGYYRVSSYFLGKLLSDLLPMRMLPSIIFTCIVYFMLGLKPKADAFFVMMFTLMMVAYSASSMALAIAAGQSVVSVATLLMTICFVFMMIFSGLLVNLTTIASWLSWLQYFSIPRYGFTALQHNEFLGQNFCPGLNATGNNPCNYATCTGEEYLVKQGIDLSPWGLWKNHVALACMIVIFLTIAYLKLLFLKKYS
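System: two drug-resistant human cell lines, ABCG2 and ABCB1; controls: nicardipine high and DMSO low controls; times: 10 min exposure at 25 °C with rotation, no wash; detection: flow cytometry of retained JC-1 fluorescence; read-out basis: percent efflux inhibition, scaled nicardipine 100% to DMSO 0%; doses: one concentration, 6.6 µM final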
Bim-Bcl-B – inhibitors of Bim-Bcl-B interaction, human | Q9HD36 | bead-based flow cytometry, Bim peptide-Bcl-B binding | inhibition, % at 10 µM | 190,000 tested, 0.073% active | AID 951;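 further: 0% = tracer peptide without compound and 100% = reference inhibitor peptide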
Target sequence (Q9HD36 whole entry, looked up): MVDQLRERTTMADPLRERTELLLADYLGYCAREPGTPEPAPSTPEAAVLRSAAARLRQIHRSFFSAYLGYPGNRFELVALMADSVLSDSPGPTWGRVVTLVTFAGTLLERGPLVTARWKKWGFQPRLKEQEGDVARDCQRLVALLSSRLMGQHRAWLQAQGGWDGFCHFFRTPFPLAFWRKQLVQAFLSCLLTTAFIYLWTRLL
Bim-Bcl-XL – human Bim-Bcl-XL interaction inhibition; Q07817; Bim peptide-Bcl-XL binding, bead flow cytometry, fluorescence; inhibition, % at 10 µM; 190,000 tested, 0.04% active
Target sequence (Q07817 whole entry, looked up): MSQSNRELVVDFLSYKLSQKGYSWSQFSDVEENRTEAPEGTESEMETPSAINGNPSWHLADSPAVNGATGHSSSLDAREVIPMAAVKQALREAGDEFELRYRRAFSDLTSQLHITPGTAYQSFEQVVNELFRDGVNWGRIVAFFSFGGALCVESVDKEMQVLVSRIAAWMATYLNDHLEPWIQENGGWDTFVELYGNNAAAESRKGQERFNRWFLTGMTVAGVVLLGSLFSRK
ABCB1 inh – human ABCB1 inhibition, ABCG2 as counter-screen | inhibition, % at 6.6 µM | AID 1326 | P08183 | CCRF-Adr cells, JC-1 efflux, flow cytometry | 190,000 tested, 0.067% active; in the data active means inhibition above about 40%;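 further: 0% = vehicle and 100% = reference inhibitor; higher value means more JC-1 retained so stronger ABCB1 efflux block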
Bim-Bcl-2 – human Bim-Bcl-2 interaction inhibition; P10415; Bead-based flow cytometry, Bim peptide-Bcl-2 binding; inhibition, % at 10 µM; 190,000 tested, 0.06% active; AID 950; in the data active means inhibition above about 40%; inconclusive means no clear call, values can overlap the other calls;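 further: 0% = no compound wells with probe peptide and 100% = reference peptide inhibitor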
GSH bead fluor – GSH bead compound fluorescence profile. 190,000 tested, 0.25% active. GSH beads flow cytometry, compound fluorescence 488/530 nm; hits give high values. fluorescence (KMESF) at 10 µM. AID 1776; in the data active means fluorescence above about 89;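 further: glutathione beads carrying GST-tagged Bcl family fusion proteins plus one bare bead set; values are compound well signal with DMSO vehicle wells as background; inactives centre near 16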
RGS8-Gao reg – regulators of human RGS8-Galphao interaction | AID 1423 | 220,000 tested, 0.34% active | response (percent of control binding), % at 10 µM | multiplexed bead flow cytometry, RGS8-Galphao binding; actives lie on both sides | P09471; in the data active means response below about 60% or above about 140%; inactive means in between;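 further: Galphao activated as the GDP aluminium fluoride complex binding bead-coupled RGS8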
Bcl-W Bim block – disrupts Bim peptide binding to human Bcl-W; inhibition, % at 10 µM; 190,000 tested, 0.02% active; AID 952; bead-based flow cytometry;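 further: 0% = bound tracer without compound and 100% = peptide blocker; higher means less fluorescent Bim peptide bound to Bcl-W beads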
Bfl-1 Bim block – human Bim-Bfl-1 interaction inhibition. Bead-based flow cytometry, Bim-Bfl-1 binding inhibition. inhibition, % at 10 µM. 190,000 tested, 0.12% active. AID 1008;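 further: 0% = wells without compound plus tracer and 100% = blocker peptide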
RGS7-Gao – human RGS7-Galphao interaction regulation | P09471 | Multiplexed bead flow cytometry, RGS7-Galphao binding; actives lie on both sides | binding response (% of control), % at 10 µM | 220,000 tested, 0.35% active | AID 1439; in the data active means binding response below about 49% or above about 150%; inconclusive means no clear call, values can overlap the other calls; inactive means in between;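 further: fluorescent Galphao held in activated GDP-AlF4 state binding bead-coupled RGS7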
* marks the source's active call; other numbers are inactive results; u = inconclusive. Unless noted, no stated cut-off is given here; in the data, active means inhibition above about 40%. Outcome played no part in choosing rows. About 1.1% of those tested had a hit in this group.

The opening 2 entries (preview)
SMILES | RGS4-Gao reg | ABCG2 block | Bim-Bcl-B | Bim-Bcl-XL | ABCB1 inh | Bim-Bcl-2 | GSH bead fluor | RGS8-Gao reg | Bcl-W Bim block | Bfl-1 Bim block | RGS7-Gao
Cc1cc(Nc2nn(C)c(N)c2C#N)ccc1F | 101.1 | 2.2 | -2.0 | 1.0 | 1.5 | -3.0 | 18 | 101.8 | 3.0 | -4.0 | 102.3
CC(CC(=O)Nc1ncc([N+](=O)[O-])s1)c1ccccc1 (stereo not drawn) | 108.1 | 5.3 | -14.0 | -5.0 | 0.4 | -5.0 | 15 | 103.5 | -4.0 | -3.0 | 104.3

All compounds of this part, previewed entries included:
SMILES | RGS4-Gao reg | ABCG2 block | Bim-Bcl-B | Bim-Bcl-XL | ABCB1 inh | Bim-Bcl-2 | GSH bead fluor | RGS8-Gao reg | Bcl-W Bim block | Bfl-1 Bim block | RGS7-Gao
Cc1cc(Nc2nn(C)c(N)c2C#N)ccc1F | 101.1 | 2.2 | -2.0 | 1.0 | 1.5 | -3.0 | 18 | 101.8 | 3.0 | -4.0 | 102.3
CC(CC(=O)Nc1ncc([N+](=O)[O-])s1)c1ccccc1 (stereo not drawn) | 108.1 | 5.3 | -14.0 | -5.0 | 0.4 | -5.0 | 15 | 103.5 | -4.0 | -3.0 | 104.3
C=CCn1c(SCc2nc3ccccc3[nH]2)nnc1-c1ccncc1 | 109.6 | 2.3 | -3.0 | -1.0 | 0.8 | -4.0 | 14 | 100.0 | -2.0 | -2.0 | 107.2
O=C(Nc1cccc2nsnc12)C1CC(=O)N(c2ccccc2)C1 (stereo not drawn) | 85.3 | 0.0 | 0.0 | -2.0 | 0.0 | 3.0 | 5 | 92.2 | 4.0 | -1.0 | 84.3
CC(=O)Oc1ccc2ccccc2c1C(NC(=O)Cc1ccccc1)c1ccc(Cl)cc1 (stereo not drawn) | 98.6 | 0.9 | -3.0 | 1.0 | 0.5 | -1.0 | 22 | 93.2 | 1.0 | 0.0 | 96.2
CC(C)Cc1ccc(C(C)C(=O)Nc2ncccn2)cc1 (stereo not drawn) | 96.3 | 7.8 | -3.0 | 2.0 | 0.1 | 2.0 | 20 | 99.5 | 0.0 | -3.0 | u
Cc1cc(C)cc(N(CC(=O)Nc2ccccc2C(=O)N2CCOCC2)S(C)(=O)=O)c1 | 99.6 | 29.2 | -4.0 | -2.0 | 0.7 | 3.0 | 10 | 101.0 | -2.0 | 0.0 | 102.5
CCS(=O)(=O)N1CCC(C(=O)NCc2ccc(F)cc2)CC1 | 98.7 | 4.7 | 0.0 | -2.0 | 1.2 | -1.0 | 15 | 99.7 | 1.0 | 0.0 | 96.4
CCC(C)NC(=O)c1ccc(CSCc2cccc(F)c2)o1 (stereo not drawn) | 105.0 | 64.7 | -10.0 | -9.0 | 1.0 | -10.0 | 37 | 110.1 | -1.0 | -16.0 | 110.4
O=c1[nH]c2cc3c(cc2cc1C(c1nnnn1Cc1ccccc1)N1CCCc2ccccc21)OCO3 (stereo not drawn) | 96.7 | 32.9 | -7.0 | -5.0 | 0.6 | -8.0 | 23 | 107.5 | 0.0 | -10.0 | 102.1
Cc1ccc(S(=O)(=O)NC2=NCN(C3CCN(Cc4ccccc4)CC3)CN2)cc1 | 100.0 | 8.3 | -7.0 | -6.0 | 0.9 | -9.0 | 24 | 100.4 | -2.0 | -16.0 | 100.1
CCO[C@@H]1OC(C(=O)NCc2ccccc2)=C[C@H](c2coc3ccccc3c2=O)[C@H]1CCCO | 101.0 | 5.6 | -2.0 | 0.0 | 3.2 | -2.0 | 19 | 102.1 | 0.0 | -5.0 | 104.9
CCCCN=C(C)c1c(O)c2ccccc2oc1=O | 98.5 | 3.2 | -5.0 | -10.0 | 0.3 | -3.0 | 32 | 100.2 | -1.0 | -2.0 | 98.3
COc1cc(OC)cc(C(=O)N/N=C2/SCC(=O)N2Cc2ccco2)c1 | 118.7 | 0.5 | -5.0 | 0.0 | -0.3 | -6.0 | 11 | 116.8 | -3.0 | -12.0 | 114.1
COc1cc(-c2nnn(CC#N)n2)ccc1OCc1ccccc1 | 99.5 | 0.3 | -3.0 | -7.0 | -0.1 | -10.0 | 5 | 102.0 | 2.0 | -13.0 | 97.2
O=C(Nc1ccc(O)c2c(=O)cc(-c3ccccc3Cl)oc12)c1cccc(Cl)c1 | 102.0 | 0.8 | -7.0 | -5.0 | 0.1 | 0.0 | 16 | 99.6 | -1.0 | 0.0 | 100.6
COc1ccc(C(=O)C[n+]2cccc(C)c2)cc1 | 100.2 | -1.3 | -8.0 | -7.0 | -0.2 | 0.0 | 6 | 100.4 | -1.0 | -2.0 | 97.2
COc1cccc(CCc2nnc(CCC(=O)N3CCN(Cc4ccccn4)CC3)o2)c1 | 100.5 | 0.6 | -5.0 | -1.0 | 0.2 | 0.0 | 16 | 98.4 | 3.0 | -5.0 | 94.1
CN1CCC(NC(=O)Nc2cccc(C(F)(F)F)c2)CC1 | 93.6 | 13.0 | -1.0 | -1.0 | 0.4 | 0.0 | 13 | 99.2 | -2.0 | 1.0 | 91.8
COc1ccc(-c2cc(-n3c(C(F)(F)F)nc4ccccc43)n(CCC#N)n2)cc1 | 97.0 | 0.3 | 0.0 | -5.0 | 0.1 | -8.0 | 16 | 93.5 | -1.0 | 0.0 | 96.6
Cc1ccc(NC(=O)c2cc(C)on2)cc1 | 106.8 | 17.3 | -9.0 | -9.0 | 0.8 | -10.0 | 30 | 105.3 | -3.0 | -13.0 | 109.8
COc1ccc(C(=O)Oc2cc(N)n(S(=O)(=O)c3ccccc3)n2)cc1 | 102.9 | -1.1 | 2.0 | -1.0 | -0.4 | 2.0 | 68 | 99.8 | 2.0 | 1.0 | 96.1
Nc1nn(S(=O)(=O)c2ccccc2)cc1-c1cccc([N+](=O)[O-])c1 | 95.9 | 8.0 | -1.0 | 0.0 | 0.3 | 2.0 | 15 | 97.6 | 3.0 | -3.0 | 90.5
Cc1nc2ccccc2cc1C(=O)N/N=C/c1cccs1 | 92.5 | 15.7 | -10.0 | -5.0 | 0.6 | -27.0 | 19 | 82.5 | -3.0 | -18.0 | 87.0
Cc1nc2ccc(-c3nc4ccccc4[nH]3)cc2[nH]1 | 105.9 | -0.1 | 7.0 | 5.0 | -0.1 | 1.0 | 10 | 109.6 | 2.0 | 7.0 | 107.0
Cc1[nH]n(-c2nc(-c3cccc([N+](=O)[O-])c3)cs2)c(=O)c1C | 102.4 | -0.8 | -7.0 | -2.0 | -0.4 | 1.0 | 10 | 102.4 | -2.0 | 2.0 | 104.2
C#CCN1C(=O)C(O)(CC(=O)/C=C/C=C/c2ccccc2)c2ccccc21 (stereo not drawn) | 104.6 | 1.4 | -3.0 | -2.0 | 0.5 | -5.0 | 11 | 106.6 | -3.0 | -10.0 | 104.3
O=C(CSc1nnc(Nc2ccccc2)s1)Nc1cccc(S(=O)(=O)N2CCCCC2)c1 | 90.0 | -9.3 | 9.0 | 12.0 | -1.3 | 15.0 | 8 | 84.8 | 8.0 | 15.0 | 93.7
O=C(COC(=O)Cn1cnc2ccccc21)NCCc1ccccc1 | 99.4 | -3.0 | -7.0 | -4.0 | -0.2 | -12.0 | 23 | 98.5 | -3.0 | -15.0 | 98.9
COc1ccc([N+](=O)[O-])cc1/C=N/NC(=O)Cc1ccccc1 | 100.1 | 4.3 | -1.0 | -2.0 | 0.3 | 1.0 | 16 | 103.8 | 0.0 | -4.0 | 108.5
CC(C)NC(=O)CN1C(=O)C(=O)c2ccccc21 | 96.5 | -0.9 | -5.0 | -2.0 | 1.0 | 1.0 | 16 | 87.9 | -2.0 | 2.0 | 97.8
CCCS(=O)(=O)N1CCN(c2ccccc2F)CC1 | 106.1 | 0.8 | -6.0 | -6.0 | 0.2 | -8.0 | 46 | 102.6 | 2.0 | -9.0 | 101.3
CCN(CC)c1cccc(OCC(=O)N(C)CCC#N)c1 | 87.7 | 0.8 | 0.0 | -4.0 | 0.1 | 2.0 | 7 | 95.1 | -1.0 | 0.0 | 89.8
Nc1ccc(NC2C[C@@H](C(=O)O)NC2=O)cc1 (stereo partly drawn) | 99.4 | 0.0 | 0.0 | -1.0 | 0.5 | 1.0 | 15 | 100.9 | 0.0 | -2.0 | u
CCOC(=O)Nc1ccc2c(CN3CCN(S(=O)(=O)c4ccccc4)CC3)cc(=O)oc2c1 | 96.8 | 0.5 | -2.0 | -2.0 | 0.3 | 2.0 | 18 | 103.7 | -1.0 | 0.0 | 103.8
COc1ccc(C)cc1NC(=O)C1CC(=O)N(Cc2ccco2)C1 (stereo not drawn) | 92.5 | 0.7 | 2.0 | 1.0 | 0.2 | 4.0 | 8 | 92.8 | 1.0 | -1.0 | 100.9
C#CCOCCOCCOCCNc1nc(N2CCOCC2)nc(N2CCN(C(=O)[C@H](Cc3cc4ccccc4[nH]3)n3cc([C@@H](N)Cc4ccc(O)cc4)nn3)CC2)n1 | 95.8 | 0.8 | 0.0 | -1.0 | 0.2 | -4.0 | 20 | 100.6 | 0.0 | -6.0 | 94.1
CC1CCCCN1C(=O)CSc1nc(-c2ccccc2)cn1N (stereo not drawn) | 101.8 | 2.3 | -4.0 | 0.0 | 1.1 | 1.0 | 25 | 94.0 | 2.0 | 0.0 | 99.0
Cc1ccc(Oc2nc(C(F)(F)F)nc3ccccc23)cc1 | 101.6 | 0.1 | 1.0 | 0.0 | -0.2 | 1.0 | 20 | 98.6 | 1.0 | 0.0 | 99.5
CC1CN(c2cc(=O)n(-c3ccc(Cl)cc3)c(=O)[nH]2)CC(C)O1 (stereo not drawn) | 98.8 | 2.3 | -2.0 | 0.0 | 0.3 | -2.0 | 9 | 100.6 | -1.0 | -5.0 | 105.5
Cc1noc(C)c1S(=O)(=O)N1CCC(C(=O)Nc2ccccn2)CC1 | 103.6 | 1.1 | 0.0 | -2.0 | 0.2 | 1.0 | 13 | 102.2 | 0.0 | 0.0 | 101.5
O=C(CN1CCN(c2ccccc2F)CC1)c1ccc2c(c1)OCO2 | 99.8 | 10.8 | -6.0 | -10.0 | 0.5 | -3.0 | 19 | 99.5 | -4.0 | -12.0 | 101.9
Cc1ccccc1-n1c(SCC(=O)c2cc(C)n(C)c2C)nnc1-c1cccnc1 | 102.2 | 4.2 | -9.0 | 11.0 | 1.4 | -12.0 | 51 | 100.3 | -3.0 | -14.0 | 104.4
Cc1cccc(-n2c(N)c(-c3nc4ccccc4n3C)c3nc4ccccc4nc32)c1 | 99.1 | 6.3 | -4.0 | -2.0 | 5.5 | -3.0 | 9 | 101.3 | -1.0 | -8.0 | 100.3
NS(=O)(=O)c1ccc(N=NN2CCCCC2)cc1 | 103.8 | 0.1 | -4.0 | -2.0 | 0.1 | -2.0 | 14 | 102.9 | 0.0 | 0.0 | 99.9
CC(C)Sc1ncc(S(=O)(=O)c2ccccc2)c(=O)[nH]1 | 104.4 | -0.4 | -1.0 | -1.0 | 0.1 | 0.0 | 69 | 100.0 | -5.0 | 0.0 | 104.0
CCOC(=O)C1CCN(c2ncnc3c2[nH]c2cccc(OC)c23)CC1 | 100.3 | 3.9 | 0.0 | -5.0 | 1.2 | -2.0 | 22 | 99.8 | -5.0 | -1.0 | 98.4
